# Screening data (PubChem BioAssay)
# Mcl1 Bid PPI: Mcl-1/Bid binding inhibitors, primary screen, biochemical, TR-FRET, 1536-well | Induced myeloid leukemia cell differentiation protein Mcl-1 (Homo sapiens), Q07820 | TR-FRET Mcl-1/Bid-Dy647 peptide binding | inhibition, % at 21.7 µM | 0.97% of 220,000 active | AID 1021, 2008;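 active means compounds that cut the binding signal by more than half at the single screening dose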;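 further: His-tagged Mcl-1 with europium anti-His antibody binding Bid BH3 peptide; 0% = Mcl-1 plus peptide wells and 100% = peptide-only wells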
# Target sequence (Q07820 whole entry, looked up): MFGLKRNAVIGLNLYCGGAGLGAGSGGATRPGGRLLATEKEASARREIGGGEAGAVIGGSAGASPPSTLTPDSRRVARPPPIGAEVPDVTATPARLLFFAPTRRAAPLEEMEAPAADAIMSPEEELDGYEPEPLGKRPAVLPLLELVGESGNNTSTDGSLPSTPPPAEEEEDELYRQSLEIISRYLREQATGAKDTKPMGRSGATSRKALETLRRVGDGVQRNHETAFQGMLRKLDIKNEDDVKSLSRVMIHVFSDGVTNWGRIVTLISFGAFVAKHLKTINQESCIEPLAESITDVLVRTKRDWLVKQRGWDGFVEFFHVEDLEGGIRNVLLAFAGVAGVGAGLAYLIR
# Bim-Mcl-1: inhibitors of Bim peptide binding to Mcl-1, primary screen, biochemical, bead-based flow cytometry, multiplex | Induced myeloid leukemia cell differentiation protein Mcl-1 (Homo sapiens), Q07820 | Bim peptide-Mcl-1 binding | inhibition, % at 10 µM | 0.1% of 190,000 active;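 further: 0% = no compound tracer wells and 100% = peptide blocker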
# RGS7-Gao reg: RGS7-Galphao binding modulators, primary screen, biochemical, multiplexed bead flow cytometry; AID 1439, 2008; binding response (% of control), % at 10 µM; 0.35% of 220,000 active; actives lie on both sides; Guanine nucleotide-binding protein G(o) subunit alpha (Homo sapiens), P09471; in the data active means binding response below about 49% or above about 150%; inconclusive means no clear call, values can overlap the other calls; inactive means in between;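 further: fluorescent Galphao held in activated GDP-AlF4 state binding bead-coupled RGS7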
# Bcl-W Bim block: inhibitors of Bim binding to Bcl-W, primary screen, biochemical, multiplexed, bead-based flow cytometry. Bim peptide-Bcl-W binding. 0.02% of 190,000 active. AID 952, 2007. inhibition, % at 10 µM. Bcl-2-like protein 2 (Homo sapiens), Q92843;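 further: 0% = bound tracer without compound and 100% = peptide blocker; higher means less fluorescent Bim peptide bound to Bcl-W beads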
# Bim-Bfl-1: inhibitors of Bim binding to Bfl-1, primary screen, biochemical, multiplexed, bead-based flow cytometry. inhibition, % at 10 µM. 0.12% of 190,000 active. Bim-Bfl-1 binding inhibition. Bcl-2-related protein A1 (Homo sapiens), Q16548;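 further: 0% = wells without compound plus tracer and 100% = blocker peptide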
# RGS8-Gao reg: RGS8-Galphao binding modulators, primary screen, biochemical, multiplexed bead flow cytometry | Guanine nucleotide-binding protein G(o) subunit alpha (Homo sapiens), P09471 | actives lie on both sides | response (percent of control binding), % at 10 µM | 0.34% of 220,000 active | AID 1423, 2008; in the data active means response below about 60% or above about 140%; inactive means in between;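 further: Galphao activated as the GDP aluminium fluoride complex binding bead-coupled RGS8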
# Bcl-B Bim block: inhibitors of Bim-Bcl-B binding, primary screen, biochemical, multiplexed, human Bcl-2 family. AID 951, 2007. inhibition, % at 10 µM. 0.073% of 190,000 active. bead-based flow cytometry, Bim peptide-Bcl-B binding;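 further: 0% = tracer peptide without compound and 100% = reference inhibitor peptide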
# Target sequence (Q9HD36 whole entry, looked up): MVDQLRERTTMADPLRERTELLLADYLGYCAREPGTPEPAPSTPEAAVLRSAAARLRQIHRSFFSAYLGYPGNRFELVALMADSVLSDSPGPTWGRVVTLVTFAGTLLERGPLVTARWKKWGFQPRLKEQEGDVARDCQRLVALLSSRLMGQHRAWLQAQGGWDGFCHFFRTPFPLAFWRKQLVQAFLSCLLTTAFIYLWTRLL
# RGS4-Gao reg: modulators of RGS4 binding to Galphao, primary screen, biochemical, multiplexed bead flow cytometry | actives lie on both sides | binding response (% of control), % at 10 µM | Guanine nucleotide-binding protein G(o) subunit alpha (Homo sapiens), P09471 | 0.33% of 220,000 active; in the data active means binding response below about 49% or above about 150%; inactive means in between;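 further: fluorescent Galphao activated with aluminum fluoride binding bead-coupled RGS4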
# Bim-Bcl-2: inhibitors of Bim-Bcl-2 binding, primary screen, biochemical, multiplexed, human Bcl-2 family; inhibition, % at 10 µM; Bead-based flow cytometry, Bim peptide-Bcl-2 binding; 0.06% of 190,000 active; in the data active means inhibition above about 40%; inconclusive means no clear call, values can overlap the other calls;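 further: 0% = no compound wells with probe peptide and 100% = reference peptide inhibitor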
# Target sequence (P10415 whole entry, looked up): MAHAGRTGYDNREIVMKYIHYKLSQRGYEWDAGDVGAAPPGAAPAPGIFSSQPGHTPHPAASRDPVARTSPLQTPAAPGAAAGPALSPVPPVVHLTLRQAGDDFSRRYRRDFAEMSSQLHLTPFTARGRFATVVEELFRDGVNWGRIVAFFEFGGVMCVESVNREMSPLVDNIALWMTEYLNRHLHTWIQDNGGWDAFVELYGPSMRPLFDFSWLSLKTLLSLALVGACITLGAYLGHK
# Bcl-XL Bim block: inhibitors of Bim-Bcl-XL binding, primary screen, biochemical, multiplexed, bead flow cytometry, human Bcl-XL | Bcl-2-like protein 1 (Homo sapiens), Q07817 | Bim peptide-Bcl-XL binding, fluorescence | inhibition, % at 10 µM | 0.04% of 190,000 active
# Target sequence (Q07817 whole entry, looked up): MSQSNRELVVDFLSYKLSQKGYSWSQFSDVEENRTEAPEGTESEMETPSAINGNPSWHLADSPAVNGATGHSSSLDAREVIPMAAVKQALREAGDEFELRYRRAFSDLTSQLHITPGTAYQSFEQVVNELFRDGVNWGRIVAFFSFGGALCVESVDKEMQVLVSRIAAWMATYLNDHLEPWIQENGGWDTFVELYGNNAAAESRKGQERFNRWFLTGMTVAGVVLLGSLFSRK
# Mcl1 Noxa PPI: Mcl-1/Noxa binding inhibitors, primary screen, biochemical, TR-FRET, 1536-well | Induced myeloid leukemia cell differentiation protein Mcl-1 (Homo sapiens), Q07820 | TR-FRET Mcl-1/Noxa peptide binding, 2 h | inhibition, % at 21.7 µM | 1.5% of 220,000 active | AID 1022, 2008;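 active means compounds that cut the protein-peptide binding signal by more than 50% relative to plate controls in a single-dose test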;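 further: His-tagged Mcl-1 with rhodamine Noxa BH3 peptide and terbium anti-His antibody; 0% = Mcl-1 plus Noxa peptide wells and 100% = peptide-only wells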
# The depositor's hits bear a star; ? = inconclusive; . = not tested or not shown; [ ] = remark or other dose. Unless noted, no stated cut-off is given here; in the data, active means inhibition above about 40%.
SMILES,Mcl1 Bid PPI,Bim-Mcl-1,RGS7-Gao reg,Bcl-W Bim block,Bim-Bfl-1,RGS8-Gao reg,Bcl-B Bim block,RGS4-Gao reg,Bim-Bcl-2,Bcl-XL Bim block,Mcl1 Noxa PPI
COc1cccc2cc(C(=O)NNC(=O)c3ccc(Br)cc3)c(=O)oc12,28,1,107,3,18,121,0,103,16,1,64*
Cc1ccc(C2(C)NC(=O)N(CCOc3ccccc3)C2=O)cc1 (centres undefined),-31,1,103,0,-2,103,0,101,-3,-5,-5
CCOC(=O)c1sc2ccc(S(=O)(=O)N3CCOCC3)cc2c1N,-12,-3,102,-5,-9,93,-6,104,-5,-10,3
CCN(C(=O)COC(=O)c1cc(-c2ccccc2)nn1-c1ccccc1)C1CCS(=O)(=O)C1 (centres undefined),-28,0,?,0,-4,100,0,104,-1,0,5
CCc1cccc(C)c1N(C(=O)Cn1c(=O)[nH]c2ccccc21)C(C)COC (centres undefined),-17,10,99,3,-3,98,-1,100,-2,-2,-7
CCOC(=O)C1CCN(CC(=O)Nc2c(C(=O)OC)[nH]c3cccc(C)c23)CC1,-17,1,96,1,-12,99,-5,101,-6,-2,-4
CSc1nnc(-c2ccccc2)n1N,-1,-5,96,-3,-11,101,-10,101,-7,-4,17
COc1cc(OC)c(C2=NOC(C(=O)Nc3cc(C)nn3-c3ccccc3)C2)cc1Cl (centres undefined),1,1,103,3,-10,100,-5,100,-9,-3,-1
CCCCOC(=O)Nc1ccc(S(=O)(=O)Nc2ccc([N+](=O)[O-])cc2)cc1,-1,-2,93,-1,-6,99,-5,97,-3,-3,21
CCOC(=O)N1CCC(N2Cc3cccc(C(=O)N4CCN(c5cccc(C)c5C)CC4)c3C2=O)CC1,-21,-2,102,-1,-5,104,-3,100,0,0,11
COCCN1Cc2cccc(C(=O)Nc3cccc(-c4nc5ccccc5[nH]4)c3)c2C1=O,-7,.,?,.,.,86,.,82,.,.,26
C/C(=N\NC(=O)C1CCCN(S(=O)(=O)c2ccccc2)C1)c1ccccn1 (centres undefined),-60,2,104,3,-9,99,-5,102,-7,2,-112
Cc1cc(C2C(=O)CC(=O)CC2c2ccccc2)on1 (centres undefined),-8,-7,100,-6,9,100,-2,102,0,-5,22
COc1ccc(CCn2c(C)nc3c(c(=O)c4ccccc4n3C)c2=O)cc1,10,-2,93,-2,-8,95,-6,93,-4,0,21
O=S(=O)(c1ccccc1)N1CC=C(c2ccccc2)CC1,-1,1,98,0,0,101,0,106,-2,0,-4
O=C(O)C1C2CCC(O2)C1C(=O)Nc1cccc(F)c1 (centres undefined),-3,-3,103,0,-16,106,-7,100,-13,-3,-10
C/C(Cn1nc([N+](=O)[O-])cc1C)=N\NC(=O)c1cccc(Br)c1,-6,1,101,0,1,97,0,100,3,1,0
CCOc1cc(/C=C2/SC(=S)N(C)C2=O)ccc1Oc1ccc([N+](=O)[O-])cc1[N+](=O)[O-],-13,-2,102,0,-6,102,-3,102,-5,-2,-3
CN1C2C=C3C(C#N)=C(N)C(C#N)(C#N)[C@H](c4c(F)cccc4F)[C@H]3C1CC2 (some centres undefined),-66,-1,99,3,0,96,1,98,-2,-1,4
O=C(c1noc2c1CCc1ccccc1-2)N1CCCc2ccccc21,1,0,102,1,0,97,0,98,4,0,-4
CCOc1ccc(NC(=S)Nc2cc(OC)c(Cl)cc2OC)cc1,-8,-2,97,-4,0,89,-2,93,-3,-5,11
CC1=C(C(=O)N2CCOCC2)C(c2ccc(OC(F)F)cc2)NC(=S)N1c1ccccc1 (centres undefined),-25,-1,109,0,4,103,-1,101,2,-2,1
O=C(Nc1ccc(-c2nc3ccccc3o2)c(O)c1)c1cc(-n2cnnc2)ccc1Cl,21,-4,100,-5,-1,103,-1,99,-2,-2,1
Cc1nc2scc(-c3cccs3)c2c(=O)[nH]1,-4,-5,106,-1,-2,99,-27,103,-7,-1,17
COc1ccc(NC(=S)N2CCN(c3ncccn3)CC2)cc1,-33,-1,?,-5,-5,99,-5,99,-4,0,1
CC(=O)Nc1ccc2c(c1)C(=O)N(C1CCCCC1)C2=O,3,3,102,3,-9,104,-5,102,0,-1,11
COc1cccc(/C=N/NC(=O)c2cc3cc([N+](=O)[O-])ccc3s2)c1O,84*,6,82,6,11,92,10,81,15,3,68*
O=C(NCc1ccccc1)NCC12CC3CC(CC(C3)C1)C2,-22,1,100,1,-3,100,-5,103,0,-5,0
CCc1nn(-c2ccccc2)c(=S)c2ccccc12,-38,-5,?,-4,-4,101,-9,101,-1,-5,18
CCCCCCOc1ccc(N2C(=O)CC(N3CCN(CCN=CC4C(=O)CC(C)(C)CC4=O)CC3)C2=O)cc1 (centres undefined),1,-3,158*[activator],1,-8,97,-2,121,-3,0,4
COc1cc(/C=C2\SC(=S)N(Nc3ncc(C(F)(F)F)cc3Cl)C2=O)ccc1O,-2,9,116,0,-8,103,-13,113,-7,4,27
C/C(=N\N1C(=O)c2ccccc2NC1c1ccco1)c1ccccc1O (centres undefined),-6,0,87,2,-1,92,-4,88,-1,1,14
CN1CCN(C2=CC(=O)OC23CCCCC3)CC1,-3,0,92,0,2,95,0,88,6,0,14
O=C(N/N=C/c1cccnc1)C1CCCCC1,-12,-2,102,-1,-6,107,-4,104,-7,-5,-7
Cc1ccccc1CC1(CO)CCCN(C(=O)CCC(=O)c2ccccc2)C1 (centres undefined),-6,-1,98,-1,-5,100,-3,100,-7,-1,21
COc1cccc(C(C(=O)NC(C)(C)C)N(C(=O)CCC(=O)Nc2cc(C)on2)C(C)C)c1OC (centres undefined),-2,-3,99,-4,-2,103,-1,100,0,-1,2
CN1CCN(c2ccc(NS(=O)(=O)c3ccc(Cl)cc3)cn2)CC1,-45,0,100,0,-8,102,-1,104,-1,-3,18
CC(C)CCN1NC2(CCC(C)CC2)NC1=S (centres undefined),-9,.,?,.,.,99,.,97,.,.,11
CNC(=O)Nc1cccc2cccnc12,-4,.,?,.,.,103,.,101,.,.,14
Cn1c(=O)n(C)c2cc(NS(=O)(=O)c3ccc(C(C)(C)C)cc3)ccc21,-32,-2,99,-2,-3,94,-4,96,-2,-6,16
O=C(/C=C/c1ccc(N2CCCCC2)c([N+](=O)[O-])c1)c1ccc(S(=O)(=O)N2CCCC2)cc1,8,-1,100,-1,1,99,-2,98,3,-1,-11
CC1(NC(=S)Nc2ccc(NC(=S)NC3(C)CCS(=O)(=O)C3)cc2)CCS(=O)(=O)C1 (centres undefined),-46,.,?,.,.,98,.,105,.,.,3
CC1CCN(CCc2nc3cc(NS(=O)(=O)c4ccc(F)cc4)ccc3n2C)CC1,-14,0,100,0,-12,100,-5,102,-5,0,5
CCOC(=O)c1cnc(-n2nc(C)cc2C)nc1NC,-13,3,92,-2,0,87,5,90,2,-2,-25
O=C1NC(c2ccccc2)=NC1(NS(=O)(=O)c1ccccc1)C(F)(F)F (centres undefined),1,0,98,-2,0,103,-1,101,-2,-2,14
O=C(COC(=O)c1ccccc1C(=O)c1ccc(Cl)cc1)NCc1ccccc1,8,-2,97,-3,-10,103,-6,101,-5,-3,11
O=C(Nc1cccc(O)c1)c1cccc(S(=O)(=O)N2CCCC2)c1,-23,0,96,3,-15,95,-3,97,-5,0,6
O=C(Nc1ccccc1)C1=C[C@@H](c2ccc(Br)cc2)C[C@@H](OCCCCO)O1,-4,-3,85,-3,-1,93,0,91,0,-1,-6
CN1CCN(C(=O)Nc2ccc3c(c2)N(C)C(=O)c2ccccc2S3)CC1,2,0,104,-1,-4,98,-1,89,0,2,18
CCOC(=O)c1nn(-c2ccccc2)c(C(=O)OCC)c1N,-11,0,87,-2,-11,93,-4,84,-6,-4,-13
Fc1cccc(NC(=S)NCc2ccc(Cl)cc2)c1,-65,-2,101,-3,0,99,-5,97,1,-2,16
COC(=O)C1=C(C)N(CC2CC2)C(=O)N[C@H]1c1ccc(Br)cc1,-11,0,100,0,0,100,-2,102,2,1,-1
CC(C)(c1ccccc1)c1ccc(OCCn2cnc3ccccc3c2=O)cc1,-19,-3,89,0,-2,104,-2,109,-5,0,16
CCN(Cc1ccccc1)S(=O)(=O)c1ccc2c(c1)NC(=O)CC(=O)N2,13,-6,102,-2,2,100,2,103,-3,0,6
Cc1ccc(NC(=O)CNS(=O)(=O)c2cccs2)cc1F,1,-3,101,-1,-1,104,-6,104,0,-4,7
CC1=CC(C)(C)NC(=S)N1c1ccc(C)cc1C,-33,0,104,-1,5,96,1,98,4,-1,32
N#Cc1c(-c2ccccc2)cc(C2CC2)nc1SCC(=O)c1cccs1,-10,-2,108,-4,-2,109,-4,107,-3,-4,-22
CCOc1ccc2c(c1)C(C)=CC(C)(C)N2S(=O)(=O)c1ccc(C)cc1,2,-1,103,0,-4,110,-4,104,-2,-4,-3
Cc1cc(OCc2cc3c(cc2Cl)OCO3)c2c(C)cc(=O)oc2c1,26,0,99,0,0,99,0,100,-1,-2,16
CCN1C(C)=C(C)S/C1=C1\SC(=S)N(N)C1=O,-85,-2,118,0,23,101,-6,104,-1,-1,11

# The closing two records of the part above come first, to join the parts.
SMILES,Mcl1 Bid PPI,Bim-Mcl-1,RGS7-Gao reg,Bcl-W Bim block,Bim-Bfl-1,RGS8-Gao reg,Bcl-B Bim block,RGS4-Gao reg,Bim-Bcl-2,Bcl-XL Bim block,Mcl1 Noxa PPI
Cc1cc(OCc2cc3c(cc2Cl)OCO3)c2c(C)cc(=O)oc2c1,26,0,99,0,0,99,0,100,-1,-2,16
CCN1C(C)=C(C)S/C1=C1\SC(=S)N(N)C1=O,-85,-2,118,0,23,101,-6,104,-1,-1,11
Cc1noc(C)c1S(=O)(=O)N1CCN(c2ccccc2)CC1,-20,1,102,-2,-11,102,-2,102,-3,-2,-2
O=C(Nc1cccc(-n2cnnn2)c1)c1ccco1,-30,-1,99,0,-14,102,-7,101,-5,-2,-7
Cc1ccc(OCCSc2nnc(NC(=O)c3ccco3)s2)cc1,-4,0,104,0,-1,104,2,104,-1,-1,26
COc1ccc(NS(=O)(=O)c2cc(NC(=O)[C@@H](NC(N)=O)C(C)C)ccc2C)cc1,-25,.,?,.,.,98,.,99,.,.,2
